TexasRed fluor – counter-screen for TRb-SRC2 inhibitors: fluorescence interference | TRb/SRC2 Texas Red total fluorescence interference | Potency, µM (doses to about 106 µM), inactives show at the top dose fluorescence change, negative = quenching | hit rate 0.29% among 280,000 | AID 1479; active = well fitted curve in either direction with a large enough effect; inconclusive = small, poorly fitted or top-dose-only effect
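Human TRb ligand-binding domain at 0.6 uM with 20 nM Texas Red SRC2 peptide in Tris buffer containing 1 uM T3 and 5% DMSO, incubated with compound 5 h at ambient temperature. Total fluorescence (555/632 nm) calculated as parallel + 2 × perpendicular.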
KDM4E inh – JMJD2E (human) inhibition | JMJD2E catalytic domain, FDH-coupled NADH fluorescence (FDH is formaldehyde dehydrogenase) | hit rate 1.6% among 230,000 | Potency, µM (titrated, usually from 57.1 µM), for the others: at the highest dose activity change, negative = inhibition, most hits filed as inhibitors | B2RXH2; active = well fitted inhibition curve with a large enough effect, not every such curve was filed as active; inconclusive = small, poorly fitted or top-dose-only effect, or another doubt; inactive = no such curve, though single readings can be large or run the other way;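 also: 0% = wells with enzyme and -100% = buffer wells without enzyme; nearly all actives have a fitted effect of over 50% in size; many of its hits are not listed in these tables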
Target sequence (B2RXH2 1-337 limits assumed): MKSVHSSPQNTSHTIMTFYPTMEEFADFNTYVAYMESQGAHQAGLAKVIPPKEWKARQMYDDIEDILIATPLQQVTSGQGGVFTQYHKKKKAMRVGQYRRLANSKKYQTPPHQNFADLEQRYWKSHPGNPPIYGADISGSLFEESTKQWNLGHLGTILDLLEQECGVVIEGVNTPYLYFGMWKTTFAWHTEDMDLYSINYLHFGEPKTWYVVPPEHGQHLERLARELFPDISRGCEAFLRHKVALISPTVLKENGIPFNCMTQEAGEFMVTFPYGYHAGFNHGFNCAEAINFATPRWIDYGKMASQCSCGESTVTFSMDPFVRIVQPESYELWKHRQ
L3MBTL1 block – L3MBTL1 (human) inhibition; AlphaScreen L3MBTL1–H3K9me1 peptide binding; Potency, µM (top dose mostly 57.1 µM), for the others: top-dose activity, negative = inhibition, hits mostly inhibitors; hit rate 0.66% among 230,000; also: nearly all actives have a fitted effect of over 60% in size
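L3MBTL1 (50 nM) pre-complexed 30 min with biotinylated H3(1-15)K9me1 peptide (75 nM), then compounds added for 30 min at room temperature; AlphaScreen streptavidin donor/nickel chelate acceptor beads (10 ug/mL final) read after 30 min dark incubation.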
GoLoco inh red – inhibitors of human Gai1-RGS12 GoLoco interaction (red fluorophore). P63096. Gai1:RGS12 GoLoco peptide FP, rhodamine, 10 min. Potency, µM (top dose mostly 61.6 µM), without a hit: at the highest dose activity, negative = inhibition, usual class: inhibitors. hit rate 0.44% among 230,000; active = well fitted inhibition curve with a large enough effect, not every such curve was filed as active; inactive = no such curve, though single readings can be large or run the other way; also: nearly all actives have a fitted effect of over 30% in size; many of its hits are not listed in these tables
Target sequence (P63096 whole entry, looked up): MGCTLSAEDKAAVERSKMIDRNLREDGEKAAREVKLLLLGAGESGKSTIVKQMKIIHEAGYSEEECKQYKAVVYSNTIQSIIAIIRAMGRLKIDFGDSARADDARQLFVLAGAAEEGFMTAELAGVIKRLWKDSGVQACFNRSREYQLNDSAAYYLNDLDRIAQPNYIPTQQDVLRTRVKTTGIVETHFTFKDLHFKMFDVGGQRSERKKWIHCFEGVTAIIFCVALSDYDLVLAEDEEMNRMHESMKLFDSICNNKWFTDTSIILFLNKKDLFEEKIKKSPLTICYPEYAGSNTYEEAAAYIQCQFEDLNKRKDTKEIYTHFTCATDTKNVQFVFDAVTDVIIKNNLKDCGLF
TRb-SRC2 inh – TRbeta-SRC2 interaction inhibition; P10828; Potency, µM (highest dose often 106 µM), for inactives: at the highest dose activity change, negative = inhibition, most hits filed as inhibitors; hit rate 0.065% among 280,000; AID 1469; TRbeta-SRC2 peptide binding, fluorescence polarization; receptor liganded with 1 µM T3;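 also: plate controls were bound peptide for no effect and peptide without receptor for full effect; nearly all actives have a fitted effect of over 50% in size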
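Human TRb LBD (0.6 uM) plus Texas Red-labeled SRC2 peptide (20 nM), 1uM T3, 5% DMSO, 5 hr at ambient temperature. Decreased polarization (555/632 nm) flags inhibition; data normalized to free and bound peptide controls.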
RECQ1 helicase – RECQ1 (human) helicase inhibition | hit rate 0.54% among 240,000 | Potency, µM (highest dose often 57.3 µM), without a hit: top-dose activity, negative = inhibition, actives largely listed as inhibitors | RECQ1 DNA unwinding, red fluorescence kinetic read | P46063 | AID 2549;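 also: plate controls were vehicle for no effect and no enzyme for full effect; nearly all actives have a fitted effect of over 30% in size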
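RECQ1T1 50 nM; forked duplex (20 bp + 30-nt ss tails) 200 nM, ATP 2 mM final; pH 8.0, 2 mM MgCl2, 2.5 ug/ml poly(dI-dC); 15 min compound preincubation; discontinuous kinetic read over 2 h at RT.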
Tau fibril ThT – inhibitors of human tau fibril formation, thioflavin T binding. AID 1460. recombinant tau K18 P301L (four-repeat tau fragment), heparin-induced fibrillization, ThT fluorescence. Potency, µM (titrated, usually from 57.4 µM), without a hit: at the top dose activity, negative = inhibition, hits mostly inhibitors. hit rate 2.1% among 270,000; also: nearly all actives have a fitted effect of over 55% in size
Target sequence (P10636 561-689 P618L limits assumed): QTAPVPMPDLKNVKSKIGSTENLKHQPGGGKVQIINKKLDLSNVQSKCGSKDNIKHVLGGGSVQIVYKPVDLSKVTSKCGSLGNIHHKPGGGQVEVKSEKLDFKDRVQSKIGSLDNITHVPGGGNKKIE
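Tau K18 P301L fragment (15 uM unlabeled plus 0.24 uM Alexa 594-labeled) in 100 mM sodium acetate pH 7 with compound, fibrillization induced by 20 uM heparin for 6 hr at 37 C. Thioflavin T (30 uM) added, fluorescence read after 1 hr (ex 450, em 510 nm).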
Tau FP inhib – blocks human tau fibril formation measured by polarization; P10636; K18 P301L tau heparin fibrillization, Alexa594 FP, 6 h; Potency, µM (series often up to 57.7 µM), without a hit: top-dose activity, negative = inhibition, usual class: inhibitors; hit rate 0.39% among 280,000; also: nearly all actives have a fitted effect of over 55% in size
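Read-out: fluorescence polarization of Alexa 594-labeled tau (0.24 uM), 555 nm excitation, 632 nm emission. Mixtures held 15 uM unlabeled K18 P301L, compound and 20 uM heparin, pH 7 acetate buffer, incubated 6 hr at 37 C.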
Numbers without * were called inactive; i = inactive; ? = inconclusive; . = no result given; & = joins results of further samples; [ ] = another dose, or the depositor's remark. Unless noted, calls follow the shape of the dose curve; as a rule, active = well fitted curve in the direction sought with a large enough effect; inconclusive = small, poorly fitted or top-dose-only effect, or another doubt; inactive = no such curve, though single readings can be large; an effect the other way counts as inactive or inconclusive. Unless noted, % is scaled to controls: 0 for no effect and ±100 for the full control effect; potency is read from the fitted curve at half-maximal effect. An excerpt (hit frequency here may not be typical).

SMILES | TexasRed fluor | KDM4E inh | L3MBTL1 block | GoLoco inh red | TRb-SRC2 inh | RECQ1 helicase | Tau fibril ThT | Tau FP inhib
COC(=O)C(N)Cc1ccc(OC)c([N+](=O)[O-])c1 (stereo not given) | -8% | -5% | -1% | 3% | -1% | -5% | 3% | -2%
CCCCN(CC)C(=O)c1c[nH]c2ccc(S(=O)(=O)N(C)c3ccc(Cl)cc3)cc2c1=O | -1% | . | . | . | -2% | . | 1% | -4%
CC(C)c1nc(-c2ccc([N+](=O)[O-])cc2)cs1 | 0% | 3% | -9% | 9% | 2% | -14% | -6% | 0%
COC(=O)c1sc2nc(C)cc(C)c2c1N | 0%[53 µM] | ? | 10% | 10% | -7%[53 µM] | -25% | -13% | 3%
Nc1cc(=O)[nH]c(=O)n1CC1CC1 | -2%&-1% | -5%&-1% | -6% | -12%&3% | 5%&0% | 2%&-2% | 10%&-7% | 9%&-3%
CC(=O)c1sc(NC(=O)C2=NN(c3ccccc3)C(=O)CC2)nc1C | -2% | 0% | -7% | -4% | -4% | i | -8% | -3%
CCc1ccccc1NC(=O)COCc1cc(-c2ccco2)on1 | -24% | . | . | . | -2% | . | -5% | 10%
CCOC(=O)C1(Cc2ccc(OC)cc2)CCN(C(=O)CCc2cccnc2)CC1 | -6% | 10% | -3% | 10% | -2% | 12% | -9% | 4%
Cc1ccc(C(=O)OCCn2cc(C#N)c(=O)[nH]c2=O)cc1 | -2% | -6% | 0% | -9% | 12% | i | -4% | -5%
Cc1cc(C)n(CCc2nc3c4ccccc4nc(N4CCN(c5ccc(F)cc5)CC4)n3n2)n1 | -10% | . | . | . | -3% | . | -9% | 3%
Cn1c(=O)n(C)c2cc([N+](=O)[O-])c(N3CCN(C(=O)c4cccc(F)c4)CC3)cc21 | 0% | -9% | -3% | 2% | -6% | 20% | -14% | 1%
Cn1c(SCc2cccnc2)nnc1-c1c[nH]c2ccccc12 | -2% | -17% | . | 9% | 2% | -7% | -3% | 0%
CCc1nnc2cccc(Cl)n12 | 0% | 4% | -4% | 13% | -4% | i | 3% | 5%
CC(C)c1ccc(NC(=O)c2n[nH]c(=O)c3ccccc23)cc1 | -2% | -12% | . | -1% | 5% | -1% | -15% | -4%
CC(C)CCNC(=O)C1CCN(c2nc3ccc(Cl)cc3[nH]2)CC1 | -1% | . | . | . | -5% | . | -12% | 8%
CC(=O)N1CCN=C1SCc1ccccc1 | -1% | ? | . | 3% | -10% | -10% | -14% | -3%
CCOCCCNC(=O)CN1C(=O)C(CC)Oc2ccccc21 (stereo not given) | 0% | 7% | 9% | 14% | 0% | 7% | -5% | 1%
COc1ccccc1NC(=O)C(=O)NCc1ccccc1Cl | 2% | 1% | 11% | 6% | 1% | -3% | ? | -7%
N#Cc1c(NC(=O)C2CC2)sc2c1CCCCC2 | -1% | -4% | -5% | 10% | -4% | -5% | -14% | -6%
Clc1cccc(-n2ncc3c(N4CCN(Cc5ccccc5)CC4)ncnc32)c1 | 0% | . | . | . | -6% | . | -12% | -1%
CN(C)S(=O)(=O)Oc1cccc(C(=O)Nc2ccc(Cl)cc2)c1 | -1% | 1% | 8% | 2% | 4% | -8% | 12% | ?
COc1ccc(C(=O)NNC(=O)c2ccccc2[N+](=O)[O-])cc1[N+](=O)[O-] | -2% | 22% | 11% | -15% | -4% | i | -1% | -2%
CCOC(=O)Cc1c(C)nc2c(-c3ccccc3)c(-c3ccccc3)[nH]n2c1=O | -4% | ? | 2% | 21% | -10% | -11% | -10% | 11%
CCOC(=O)CN1C(=O)N[C@@H](c2cccc(C(F)(F)F)c2)[C@@H](C(=O)OC)[C@H]1C | -3%[11.2 µM] | 12%[11.4 µM] | . | 9%[14.2 µM] | -3%[11.2 µM] | 4%[11.5 µM] | 0%[11.5 µM] | 0%[11.6 µM]
CN(C)c1ccc(C2NCC(CCl)O2)cc1 (stereo not given) | -2% | -13% | -2% | 3% | -6% | -5% | -13% | 6%

Taken from above:
Reading of `CC(C)c1nc(-c2ccc([N+](=O)[O-])cc2)cs1` under KDM4E inh: 3%
Reading of `CC(=O)N1CCN=C1SCc1ccccc1` under Tau FP inhib: -3%

The listing continues.
SMILES | TexasRed fluor | KDM4E inh | L3MBTL1 block | GoLoco inh red | TRb-SRC2 inh | RECQ1 helicase | Tau fibril ThT | Tau FP inhib
CCOC(=O)C1CCCN(C(=O)c2cc(Cl)ccc2Cl)C1 (stereo not given) | 3% | -4% | 7% | 3% | 9% | i | -3% | 3%
COc1cccc(NC(=O)CN2CCN(c3nc(-c4cccc(OC)c4)cs3)CC2)c1 | 1% | -3% | -8% | 4% | -14% | -30% | ? | 9%
Cc1cc(-c2n[nH]c(=S)n2/N=C/c2ccc(Cl)c([N+](=O)[O-])c2)n[nH]1 | -2% | ? | -2% | 8% | 4% | -5% | ? | 5%
Nn1c(SCC(=O)NCc2ccccc2)nncc1=O | 0% | 2% | 10% | 5% | -20% | -2% | -6% | -5%
Brc1ccc(OCc2cn3ccccc3n2)cc1 | -2% | ? | -2%[11.4 µM] | 3% | 5% | i | -15% | -3%
Cc1cccc(C)c1NC(=O)N1CCN(c2nc3ccccc3s2)CC1 | 0% | 4% | . | -6% | -7% | i | -8% | -1%
O=[N+]([O-])c1cc2c(cc1/C=N/NS(=O)(=O)c1ccc(Br)cc1)OCO2 | -3% | 77%[activator] | -4% | 3% | -3% | i | ? | ?
CCCCCCNC(=O)CCNS(=O)(=O)c1ccc(C)cc1 | -4% | 9% | . | -20% | -9% | -7% | 0% | 0%
COc1cccc(OCCCn2c(-c3ccc(Cl)cc3)nc3ccccc3c2=O)c1 | -3% | . | . | . | 2% | . | -5% | -22%
CCc1ccc(NC(=O)CN2C(=O)C(=O)N(Cc3ccccc3)C2=O)cc1 | 1% | 5% | -2% | 3% | -5% | i | 5% | -6%
COC(=O)Cc1csc(Nc2ccccc2Cl)n1 | -1% | -1% | 1% | 4% | -12% | 0% | -10% | 13%
CC(C)N(C(=S)NC1CC2CCC1C2)c1ccccc1 (stereo not given) | -3% | -2% | 6% | 5% | 2% | 0% | -5% | 3%
CC(C)C(=O)OCC(=O)Nc1ccc(N=Nc2ccccc2)cc1 | -12% | -1% | ? | 10% | 2% | -9% | 7.9µM* | ?
CCOC(=O)C1=NN(c2ccccc2)C(=O)C1 | -14% | 3% | -17% | 9% | 7% | -1% | -14% | -3%
CN(CCOc1ccc(-c2ccn(S(=O)(=O)c3cccc4ccccc34)n2)cc1)c1ccccn1 | -3% | -6% | -7% | 11% | -2% | -1% | -10% | -5%
Cc1ccc(NC(=O)CSc2nc(NS(=O)(=O)c3ccccc3)cc(=O)[nH]2)cc1 | -7% | ? | . | 9% | 15% | ? | -18% | -16%
Clc1ccc(-c2nnn(Cc3nc4ccccc4s3)n2)cc1 | -1% | -1% | 41%[activator] | 8% | 1% | -22% | -5% | -10%
CCC(C)Nc1nc2c(c(=O)n(C)c(=O)n2C)n1Cc1ccc(F)cc1 (stereo not given) | 1% | 3% | . | 5% | -1% | 6% | 8% | 9%
CCS(=O)(=O)Nc1ccc(-c2cn3c(C)csc3n2)cc1 | -1% | . | . | . | -5% | . | ? | 10%
COc1cc(C(=O)NCC(=O)OCCN2C(=O)c3ccccc3C2=O)cc(OC)c1OC | -1% | -7% | 1% | 4% | 2% | -3% | -6% | -2%
Clc1ccc(-c2cnc3n2CCC3)cc1 | 0% | -11% | -2% | 11% | -4% | i | -16% | -3%
CC(=O)c1ccc(S(=O)(=O)Nc2ccc(-c3ccc4nnc(C)n4n3)cc2)cc1 | -10% | ? | . | 6% | 2% | ? | -7% | -3%
Cc1ccc(C)c(NC(=S)NC23CN4CN(CN(C4)C2)C3)c1 | -3% | 1% | . | 2% | -1% | 3% | -4% | -2%
Cc1cc(C)c2c(N)c3ccccc3nc2n1 | -4% | ? | 4% | -4% | -7% | -3% | -13% | 2%
O=C(Nc1cc(C(=O)N2CCCC2)ccc1N1CCCC1)c1ccccc1 | 2% | 6% | . | 21% | -3% | -18% | 5% | 3%

Further compounds follow:
SMILES | TexasRed fluor | KDM4E inh | L3MBTL1 block | GoLoco inh red | TRb-SRC2 inh | RECQ1 helicase | Tau fibril ThT | Tau FP inhib
COc1cc(C(=O)Nc2ccc(S(=O)(=O)N3CCCCC3C)cc2)cc(OC)c1OC (stereo not given) | 0% | -11% | -4% | -7% | 2% | -13% | -8% | -9%
Cc1nnc(SCC(=O)Nc2ccc3c(c2)COC3=O)n1-c1ccccc1 | 0% | 2% | 4% | -5% | -9% | ? | -16% | -10%
C[C@@H]1O[C@H](O[C@@H]2\C=C/C=C\C=C/C=C\C[C@H](C)OC(=O)/C=C\[C@H]3O[C@@H]3C[C@H](O)C[C@]3(O)C[C@@H](O)[C@@H](C(=O)O)[C@H](C2)O3)[C@@H](O)[C@H](N)[C@@H]1O (stereo in doubt) | 0% | -24%[25.5 µM] | . | 10%[21.6 µM] | 12% | -3%[25.9 µM] | . | .
Cc1ccc(SC[C@H](CC(C)C)N2CCN(C)CCC2=O)cc1 | -1% | -1% | . | 3% | 7% | i | -13% | 2%
CCOc1ccc(NC(=O)C2CCN(c3nnnn3-c3ccccc3)CC2)cc1 | -1% | 2% | -6% | 11% | -16% | 1% | -11% | -4%
CCSC1=C(C#N)C(c2cccc(O)c2)CC(=O)N1 (stereo not given) | 3% | -5% | 4% | 1% | 4% | -10% | -4% | -4%
CC(C)c1ccc2occ(CC(=O)Nc3ccccc3Cl)c2c1 | -3% | . | . | . | -5% | . | -5% | -6%
CCCN1CCC(N(C)CCc2ccc(OC)c(OC)c2)CC1 | -8% | 7% | -1% | 1% | 3% | -1% | -1% | 3%
Cn1cc(CCC(=O)N2CCCC(C(=O)c3cccc4ccccc34)C2)cn1 (stereo not given) | -2% | -5% | ? | -10% | 11% | 3% | 13% | 2%
CCCCN(C)CCCNC(=O)Cn1ncc2c3ccccc3n(Cc3cc(C)ccc3C)c2c1=O | -3% | . | . | . | -9% | . | -5% | 11%
CC(=O)Nc1cccc(N/C(N)=N/c2nc(C)cc(C)n2)c1 | -6%[53 µM] | -3% | 14% | 8% | -2%[53 µM] | 101%[activator] | 5% | -3%
